CHO-K1 Ca antag: counter-screen for M1 antagonists: effect in parental CHO-K1 cells; ATP-induced calcium, Fluo-8 fluorescence; inhibition, % at 3 µM; 0.6% of 360,000 active; AID 602250;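 active = inhibition above a per-plate cutoff, the plate's mean sample inhibition plus 3 SD, cut at about 24% in these data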;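 also: 0% = DMSO plus EC80 ATP and 100% = DMSO alone without ATP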
CHO parental Ca: ATP-evoked calcium signal inhibitors, parental CHO, primary screen, counter-screen for OX1R antagonist project, cell-based, fluorescence, Fluo-8 calcium dye; parental CHO-K1, ATP-induced calcium, Fluo-8 fluorescence; AID 463079, 2010; 0.63% of 330,000 active; inhibition, % at 5.6 µM;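 active = inhibition above that plate's mean sample inhibition plus 3 SD, cut at about 26% in these data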;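 also: 0% = ATP-challenged DMSO wells and 100% = DMSO wells without ATP; some compounds past the cut are filed as inactive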
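Assay system: untransfected parental CHO cell line. Also added: ATP agonist challenge. Dosing: one dose, 5.6 µM nominal. Measured by: Fluo-8 fluorescence. Read-out: % inhibition. Benchmarks: ATP wells versus no-ATP DMSO wells. Repeats: no replicates.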
CHRM4 antagonist: human M4 muscarinic receptor antagonists, primary screen, CHO cells, Fluo-8 calcium fluorescence; CHO-hM4 cells, ACh EC80; inhibition, % at 3 µM; 0.73% of 360,000 active; AID 624125, 2012;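 active = inhibition above its plate's cutoff, the mean inhibition of sample wells plus 3 SD, cut at about 27% in these data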;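 also: 0% = acetylcholine EC80 with DMSO and 100% = DMSO without agonist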
CHRM1 antagonist: human M1 muscarinic receptor antagonists, primary screen, CHO-K1 cells, Fluo-8 calcium fluorescence, 1536-well. CHO-K1 hM1, ACh EC80 antagonist. inhibition, % at 3 µM. 1.3% of 360,000 active;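 active = percent inhibition above its own plate's cutoff, namely the mean of that plate's compound wells plus 3 SD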;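 also: peak over basal fluorescence ratio during 140 s after agonist addition; 0% = ACh EC80 plus DMSO and 100% = DMSO alone without agonist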
Target sequence (P11229 whole entry, looked up): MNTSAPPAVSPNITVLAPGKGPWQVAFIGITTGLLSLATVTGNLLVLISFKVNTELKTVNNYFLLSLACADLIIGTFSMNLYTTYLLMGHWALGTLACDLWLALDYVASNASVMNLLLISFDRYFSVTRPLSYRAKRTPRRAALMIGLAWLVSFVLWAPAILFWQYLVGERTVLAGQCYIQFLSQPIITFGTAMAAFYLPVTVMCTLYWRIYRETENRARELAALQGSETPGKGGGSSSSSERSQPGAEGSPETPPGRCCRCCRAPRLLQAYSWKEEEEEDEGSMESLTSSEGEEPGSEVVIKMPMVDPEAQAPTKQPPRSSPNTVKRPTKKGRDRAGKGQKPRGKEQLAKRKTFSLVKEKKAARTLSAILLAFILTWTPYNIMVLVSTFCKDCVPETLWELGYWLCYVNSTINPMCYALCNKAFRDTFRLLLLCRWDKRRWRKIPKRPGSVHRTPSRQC
M4 ag: human M4 muscarinic receptor agonists, primary screen, CHO-K1 cells, Fluo-8 calcium fluorescence; Muscarinic acetylcholine receptor M4 (Homo sapiens), P08173; CHO-K1 hM4/Gqi5; vehicle 0%, full acetylcholine response 100%; activation, % at 3 µM; 0.14% of 360,000 active; AID 624127, 2012;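 active = activation above the run mean over all test wells plus 3 SD, cut at about 32% in these data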;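 also: peak over basal fluorescence ratio per well then scaled between controls; 0% = DMSO wells and 100% = acetylcholine at EC100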
OXTR potentiator: human OXTR potentiators, primary screen, fluorescence, CHO-OTR cells, Fluo-8 calcium; Oxytocin receptor (Homo sapiens), P30559; Fluo-8 calcium fluorescence, potentiator mode; 0% = oxytocin EC15, 100% = EC100; activation, % at 3 µM; 0.061% of 320,000 active;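 active = activation above that plate's cutoff, the mean activation of tested compounds plus 3 SD, cut at about 6.6% in these data, passing the limit was not always enough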;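 also: 100% uses oxytocin at 75 nM as the full agonist control; some results filed as inactive read as strong as hits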
Target sequence (P30559 whole entry, looked up): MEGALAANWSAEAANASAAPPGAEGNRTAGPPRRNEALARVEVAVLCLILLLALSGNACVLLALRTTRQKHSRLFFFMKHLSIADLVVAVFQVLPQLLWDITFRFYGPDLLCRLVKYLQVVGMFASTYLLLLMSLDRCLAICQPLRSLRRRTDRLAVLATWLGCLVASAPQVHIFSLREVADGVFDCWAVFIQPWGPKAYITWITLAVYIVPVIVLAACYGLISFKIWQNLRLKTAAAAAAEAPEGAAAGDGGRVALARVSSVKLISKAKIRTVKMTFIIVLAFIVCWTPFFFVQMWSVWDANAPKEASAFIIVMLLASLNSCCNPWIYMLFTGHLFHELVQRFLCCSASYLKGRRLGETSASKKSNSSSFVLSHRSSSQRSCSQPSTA
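Assay system: CHO-OTR cells, human receptor / Also added: oxytocin at about EC15, sub-maximal agonist stimulus / Dosing: single dose, 3.0 µM nominal final compound concentration / Incubation: 6 min pre-incubation, 100 s read / Technique: Fluo-8 calcium dye fluorescence / Read-out: % activation vs EC15 and EC100 oxytocin / Benchmarks: EC15 oxytocin low, 75 nM oxytocin high / Replicates: singlicate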
CHRM1 agonist: human M1 muscarinic receptor agonists, primary screen, Fluo-8 calcium fluorescence, CHO-K1 cells, HTS. Muscarinic acetylcholine receptor M1 (Homo sapiens), P11229. CHO-K1 hM1, agonist mode; 0% DMSO, 100% acetylcholine EC100. activation, % at 3 µM. 0.33% of 360,000 active. AID 588814, 2011;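 active = activation above the run's mean compound activation plus 3 SD, cut at about 16% in these data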;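 also: peak over basal fluorescence ratio within a 140 s kinetic read after compound addition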
M1 ag parental: counter-screen for M1 agonists: effect in parental CHO-K1 cells; Fluo-8 calcium fluorescence; scaled to maximal ATP response, vehicle zero; activation, % at 3 µM; 0.48% of 360,000 active; AID 602248, 2012; in the data active = activation above about 15%;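 also: untransfected CHO-K1 host cells lacking M1 receptor as counterscreen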
M1 PAM: human M1 muscarinic receptor positive allosteric modulators, primary screen, CHO-K1 cells, Fluo-8 calcium fluorescence, 1536-well; Muscarinic acetylcholine receptor M1 (Homo sapiens), P11229; CHO-K1 hM1, ACh EC20; 0% = ACh EC20, 100% = maximal ACh; activation, % at 3 µM; 0.088% of 360,000 active; in the data active = activation above about 19%, passing the limit was not always enough
* hit, by the source's call; . = no result given.

mol	M4 ag	M1 PAM	OXTR potentiator	CHRM1 agonist	CHRM1 antagonist	M1 ag parental	CHRM4 antagonist	CHO-K1 Ca antag	CHO parental Ca
COc1ccc(S(=O)(=O)N2CCCC2)cc1C(=O)O	0.4	6.0	-7.2	-1.8	-19.0	0.3	-1.7	4.8	7.9
Cn1c(SCC(=O)Nc2nccs2)nnc1-c1ccco1	0.5	-3.4	-10.7	-1.1	0.5	-0.1	-1.6	-9.5	-4.6
COC(=O)Cc1[nH]nc2c1C(c1cccc(OC)c1OC)C(C#N)=C(N)O2 (stereo not drawn)	2.1	4.8	-18.1	-2.7	-0.9	0.5	4.3	-7.5	0.2
COC(=O)c1cnc(NC(=O)C2(C)CCCN(C(C)=O)C2)s1 (stereo not drawn)	1.8	0.5	.	-2.5	-6.0	-0.2	0.3	-3.8	.
O=C(Cc1cc(=O)[nH]c(=O)[nH]1)NCCN1CCOCC1	0.9	10.9	-5.4	-2.4	-10.8	1.8	-13.8	-10.3	-3.7
CCN1CCN(C(c2ccccc2F)c2nnnn2Cc2ccc3c(c2)OCO3)CC1 (stereo not drawn)	0.6	-4.2	-3.3	-3.5	16.8	0.0	-3.3	-4.7	-10.6
N#Cc1ccc(-c2nc3c4ccccc4ccn3c2Cc2cccc(Cl)c2)cc1	0.0	3.0	.	-3.8	-25.1	0.2	-7.3	-4.8	.
CC1(C)CC(=O)C2=C(C1)OC(/N=C/N1CCOCC1)=C(C#N)C2c1ccccc1 (stereo not drawn)	-1.7	9.0	-2.9	-5.9	-11.3	0.0	-3.9	-8.5	-16.2
CCOC(=O)CSc1nnc(-c2cccc(Cl)c2)n1CC	0.3	4.3	-12.1	-5.1	-2.8	-0.2	2.0	-3.9	-7.0
COc1cc(/C=C(\C#N)C(=O)NCC2CCCO2)ccc1OCCC(C)C (stereo not drawn)	4.0	8.6	-6.4	-3.2	-12.5	1.7	-3.7	-2.2	-23.7
CC1(C)CC(n2c(=S)[nH]c3ccccc3c2=O)CCO1 (stereo not drawn)	1.8	6.3	-5.9	-1.4	-3.1	1.6	-5.2	-14.8	-12.7
Cc1ccc(C2=NS(=O)(=O)N(C)C(C(=O)NCc3cccs3)=C2)cc1	13.2	0.1	-3.9	1.1	-8.4	2.8	-7.0	-5.2	-3.8
Cc1cccn2c(=O)c(/C=C(\C#N)S(=O)(=O)c3ccccc3)c(Oc3ccc(Cl)cc3)nc12	0.8	-3.5	-7.2	-8.4	9.6	1.0	-7.1	-11.9	-9.7
O=C(NCCn1ccc2ccccc21)c1ccc(S(=O)(=O)N2CCCCC2)cc1	6.7	0.6	-6.4	-2.5	-1.6	5.3	-6.9	-11.3	-6.8
COc1ccccc1C(=O)Nc1ccccc1N1CCN(S(C)(=O)=O)CC1	10.6	-7.3	-8.2	-2.3	9.9	2.1	0.2	20.2	-23.3
Cc1ccc(CNC(=O)CN(C)S(=O)(=O)c2ccc(F)cc2)cc1	1.7	18.4	-4.1	2.4	-19.2	1.0	-22.4	-14.1	-27.3
Cc1ccc(S(=O)(=O)N2CCN(C(=O)c3cc(S(=O)(=O)N4CCOCC4)c(Cl)cc3Cl)CC2)cc1	2.5	0.4	.	-1.3	0.4	0.4	-10.8	-3.5	.
COc1cc(C(=S)N2CCOCC2)cc(OC)c1O	0.2	1.1	-12.3	-1.8	-4.7	-0.5	-8.4	-2.0	11.9
Cc1ccc(NC(=O)C(C)Sc2nnc(-c3cccnc3)n2-c2ccccc2)cc1 (stereo not drawn)	-1.0	1.2	-6.5	-5.5	-9.7	0.2	-7.9	-10.3	-23.2
COc1ccc(S(=O)(=O)N2CCN(C(=O)c3ccc(COc4ccccc4)o3)CC2)cc1	7.2	8.5	.	4.2	-15.7	2.4	-3.0	3.2	.
Nc1nc(NCc2c(F)cccc2Cl)nn1-c1ccccc1	0.6	3.6	-9.5	-0.4	0.1	0.5	-4.1	1.8	-8.1
Cc1sc2ncnc(Sc3nnnn3-c3ccccc3)c2c1C	0.3	4.0	-11.4	-6.7	1.2	1.6	14.4	2.2	-11.3
NNc1nc2cccnc2n(CCNc2ncc(C(F)(F)F)cc2Cl)c1=O	-0.2	5.3	-8.4	-11.8	-3.0	1.1	-6.2	-4.2	-8.4
Nc1nc2ccc(C(=O)NCCOC(=O)C3CCCCC3)cc2s1	1.4	6.1	-18.4	-1.5	-7.2	1.0	4.8	-9.1	-13.1
Cc1csc(CNC(=O)c2ccc(OC3CCN(CCc4ccccc4)CC3)cc2)n1	2.1	-13.1	-9.6	-2.3	16.8	1.6	11.3	-13.3	-28.7
Cc1cc(C)c(NC(=O)CN(C)CC(=O)N(C)CC(=O)Nc2c(Cl)cccc2Cl)c(C)c1	0.4	8.3	-2.5	-5.3	-12.9	-0.1	-16.8	-17.3	-11.4
COc1ccc(C(=O)Nc2ccc(C)cc2C(=O)c2ccccc2)cc1	-1.9	-8.8	-0.2	-10.2	6.3	-0.6	7.0	-4.0	-21.2
[O-][n+]1c2ccccc2c2n1CCCN=C2c1ccc(Cl)cc1	14.8	-6.4	-7.7	-6.1	13.1	1.8	-2.3	-18.6	-27.6
O=C(CSc1nnc(-c2c[nH]c3ccccc23)n1C1CC1)NC1CCS(=O)(=O)C1 (stereo not drawn)	0.5	3.4	.	-5.5	-11.7	-0.1	-27.3	-19.4	.
Nn1c(SCC(=O)Nc2ccccc2)nnc1-c1cccnc1	1.6	0.7	-2.0	-3.4	-9.2	0.0	10.6	1.4	-1.3
Cc1ccc(C(c2nnnn2C(C)(C)C)N(Cc2ccco2)Cc2cccs2)cc1 (stereo not drawn)	-1.0	-0.2	-13.4	-2.2	5.0	-0.1	1.8	-10.3	12.2
CC(NS(=O)(=O)c1ccc(Cl)cc1)C(=O)N1CCOCC1 (stereo not drawn)	0.6	1.5	-4.6	-4.0	-4.5	0.9	-26.5	-15.8	-11.3
C[C@H](CO)N1C[C@H](C)[C@@H](CN(C)C(=O)Nc2ccccc2)Oc2c(NS(=O)(=O)c3ccccc3)cccc2C1=O	-0.1	-3.5	-3.4	-4.4	1.3	0.1	13.5	-1.1	-15.2
Cc1ccc(Cc2c(C)nc3nc(SCC(=O)NCCCN4CCCCC4)nn3c2C)cc1	0.1	-25.1	-10.5	-11.3	26.4*	1.5	8.1	-6.2	-14.2
NS(=O)(=O)c1ccc(N2N=C(c3ccccc3)CC2c2ccc(Br)cc2)cc1 (stereo not drawn)	0.3	-1.8	.	-1.6	-7.9	0.9	-13.3	-6.6	.
CNC(=S)Nc1ccc([N+](=O)[O-])cc1C	5.8	3.4	-1.9	-3.0	-1.7	3.1	-6.7	-6.3	-6.4
CCC(=O)NNc1ncnc2c1cnn2-c1ccccc1	0.8	6.7	-7.0	-1.4	-4.8	0.2	-1.6	-16.9	-2.7
O=C(Nc1ccccc1)c1ccccc1CCc1ccccc1	-1.8	-8.5	-1.2	-12.0	1.3	-0.6	-0.4	-15.9	-14.6
Cc1cccc(NCN2C(=O)C3C4C=CC(C4)C3C2=O)c1 (stereo not drawn)	0.8	-3.0	-0.8	-1.6	-3.7	0.4	4.5	-21.8	-9.6
C(=N\c1nccs1)/Nc1nccs1	1.2	6.4	-18.4	-1.9	-5.4	0.4	9.1	-8.1	12.0
CN1C(=O)CC(N2CCN(c3ccccc3)CC2)C1=O (stereo not drawn)	-0.1	7.9	-7.1	-2.8	-12.4	0.7	4.9	-17.9	6.4
CC(C)C(NS(=O)(=O)c1cccc2nsnc12)C(=O)N1CCn2c1nc1ccccc12 (stereo not drawn)	0.6	3.1	-9.8	-3.9	-4.0	1.6	-3.0	18.3	-13.6
COc1ccc(-c2coc3c(C(=O)NCCN4CCOCC4)cccc23)c(C)c1	6.1	-0.4	.	-2.3	-1.0	2.1	-0.1	1.5	.
CCc1csc(CCNC(=O)C2CCC(=O)N(CCc3cccc(F)c3)C2)n1 (stereo not drawn)	2.0	7.3	.	-1.6	-16.2	0.7	-1.6	1.3	.
CCN1C(=NCCCOC(C)C)N[C@@H](CCc2ccccc2)[C@H](C(=O)NCCCOC(C)C)[C@H]1C	1.1	3.7	-7.2	-10.1	12.7	-0.1	4.0	-4.5	-18.6
Cc1cc(C)c(C(O)c2ncc(-c3ccccc3F)[nH]2)c(C)c1 (stereo not drawn)	2.3	13.8	.	-0.2	-17.9	2.0	-4.7	3.2	.
CCOC(=O)c1cc(C#N)c(SCC(=O)O)[nH]c1=O	-0.2	10.2	-5.4	0.1	-6.3	0.5	-14.5	-9.9	-1.0
O=C(CSc1nnc(-c2ccccc2)n1CC1CCCO1)N1CCCC1 (stereo not drawn)	5.8	8.0	1.8	-9.4	0.1	1.2	1.0	0.8	-18.0
Cc1ccc(NC(=S)Nc2ccc(Br)cc2)cc1	6.1	0.8	-4.9	3.4	7.5	2.2	1.4	34.6*	-4.1
COC(=O)c1c(-c2ccccc2Cl)noc1-c1cnc(N)nc1C(F)(F)F	1.7	-4.1	-1.1	0.0	9.6	0.2	9.8	-9.4	-15.2
COc1ccc(C(=O)COC(=O)CNC(=O)c2ccc(C)s2)c(OC)c1	2.4	9.1	-4.8	-3.3	-9.9	0.2	6.7	-9.3	-19.1
Cc1c(C(=O)N2CCN(c3ccccc3)CC2)oc2c1C(=O)CC(C)(C)C2	18.8	-15.0	-7.0	0.3	30.0*	7.4	2.3	12.3	-15.8
CCOC(=O)C[C@H]1c2cc(F)ccc2S(=O)(=O)N1C1CCCC1	1.4	3.1	-4.9	-13.4	-1.5	-0.1	-4.4	-12.4	-1.6
O=C1CCN(Cc2ccc(Cl)cc2Cl)C(=O)N1	0.9	2.3	.	-0.4	-1.7	0.1	2.6	-1.8	.
OCC1(Cc2ccccc2)CCCN(C2CCCC2)C1 (stereo not drawn)	0.0	8.7	-4.5	-3.1	-4.5	13.6	15.9	-9.3	-21.3
CCC(=O)Nn1c(C2CCC2)nc2ccccc2c1=O	1.0	7.5	12.7*	-2.6	-14.8	0.3	-8.3	-3.1	2.1

Screens (PubChem)
